Screening data (PubChem BioAssay)
697 NFkB inh: inhibitors of the PMA/ionomycin-induced NF-kB reporter in 697 B cells; 697 B-cell NF-kB luciferase reporter, 16 h; inhibition, % at 4 µM; hit rate 0.33% among 330,000; in the data active = inhibition above about 35%
APJ antagonist: antagonists of human APJ apelin receptor; P35414; CHO-K1 APJ beta-arrestin complementation, luminescence; inhibition, % at 20 µM; hit rate 0.32% among 330,000; AID 2521;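 active = inhibition above about 40% at 20 µM, limit read from the data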;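 note: cells challenged with 10 nM apelin-13 agonist together with compound; plate controls were apelin-13 plus DMSO wells for no effect and DMSO wells lacking apelin-13 for full effect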
Target sequence (P35414 whole entry, looked up): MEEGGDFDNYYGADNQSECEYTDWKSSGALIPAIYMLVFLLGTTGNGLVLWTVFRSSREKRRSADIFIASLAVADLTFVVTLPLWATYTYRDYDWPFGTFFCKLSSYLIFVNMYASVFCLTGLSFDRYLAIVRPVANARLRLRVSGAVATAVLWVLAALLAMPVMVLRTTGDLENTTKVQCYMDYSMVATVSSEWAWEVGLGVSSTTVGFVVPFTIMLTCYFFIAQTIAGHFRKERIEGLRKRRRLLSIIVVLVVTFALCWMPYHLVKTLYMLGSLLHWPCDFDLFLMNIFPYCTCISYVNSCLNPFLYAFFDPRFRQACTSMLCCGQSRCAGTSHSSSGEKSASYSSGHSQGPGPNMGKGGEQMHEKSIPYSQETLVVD
EBI2 block: antagonists of human EBI2 receptor; P32249; EBI2 beta-arrestin recruitment, luminescence, 7a,25-OHC stimulated; inhibition, % at 5 µM; hit rate 0.81% among 360,000; AID 651636; in the data active = inhibition above about 38%;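 note: enzyme fragment complementation signal reports receptor beta-arrestin coupling in cells; 0% = agonist plus DMSO wells and 100% = wells without agonist; some results beyond the cut were filed as inactive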
Jurkat NFkB inh: lowers PMA/ionomycin-induced NF-kB signal in Jurkat cells; PMA/ionomycin-induced NF-kB luciferase reporter, luminescence; inhibition, % at 4 µM; hit rate 0.53% among 330,000; in the data active = inhibition above about 50%
CXCR6 inh: inhibitors of human CXCR6 receptor | O00574 | CHO-K1 PathHunter CXCR6 beta-arrestin, luminescence | inhibition, % at 20 µM | hit rate 0.36% among 360,000 | AID 602244; in the data active = inhibition above about 34%, passing the limit was not always enough;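 note: antagonist mode with CXCL16 agonist at 10 nM final; 0% = 10 nM CXCL16 with DMSO and 100% = unstimulated wells without agonist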
Target sequence (O00574 whole entry, looked up): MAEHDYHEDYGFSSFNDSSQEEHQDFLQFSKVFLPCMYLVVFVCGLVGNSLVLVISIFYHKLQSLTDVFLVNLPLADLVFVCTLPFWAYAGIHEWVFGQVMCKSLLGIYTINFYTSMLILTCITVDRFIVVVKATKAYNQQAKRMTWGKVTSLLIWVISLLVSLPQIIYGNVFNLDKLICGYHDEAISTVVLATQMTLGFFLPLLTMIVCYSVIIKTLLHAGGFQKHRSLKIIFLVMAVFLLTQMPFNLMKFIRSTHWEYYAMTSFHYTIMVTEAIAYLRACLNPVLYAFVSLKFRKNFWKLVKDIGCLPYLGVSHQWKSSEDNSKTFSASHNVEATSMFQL
Gli-Sufu antag: Gli-Sufu pathway antagonism; Sufu-KO-LIGHT fibroblasts, Gli luciferase reporter luminescence; inhibition, % at 5 µM; hit rate 0.74% among 340,000; AID 588413;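 active = inhibition above about 55%, limit read from the data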;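 note: 0% = DMSO-treated cells and 100% = wells with medium but no cells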
CCR6 antagonist: CCR6 (human) receptor antagonism; CHO-K1 CCR6 PathHunter beta-arrestin, luminescence, CCL20-stimulated; inhibition, % at 20 µM; hit rate 0.49% among 340,000; AID 493098;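 active = compounds whose inhibition of the agonist-driven luminescence signal at 20 µM reaches about 50%, limit read from the data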;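 note: cells stimulated with CCL20 at 14 nM final; plate controls were DMSO with CCL20 for no effect and DMSO without agonist for full effect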
Target sequence (P51684 whole entry, looked up): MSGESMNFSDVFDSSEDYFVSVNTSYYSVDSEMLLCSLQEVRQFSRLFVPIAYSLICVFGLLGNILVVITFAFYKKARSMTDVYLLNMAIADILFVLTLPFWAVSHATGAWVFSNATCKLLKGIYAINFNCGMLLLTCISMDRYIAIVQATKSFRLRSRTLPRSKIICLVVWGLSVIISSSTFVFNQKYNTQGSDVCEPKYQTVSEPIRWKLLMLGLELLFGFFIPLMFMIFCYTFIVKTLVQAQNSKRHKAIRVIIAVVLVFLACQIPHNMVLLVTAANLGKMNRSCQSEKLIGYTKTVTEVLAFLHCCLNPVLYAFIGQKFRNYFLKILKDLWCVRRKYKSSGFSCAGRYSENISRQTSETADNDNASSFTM
UBC13 polyUb: human UBC13 polyubiquitination inhibition; AID 485273; UBC13 polyubiquitin chain formation, TR-FRET; hit rate 0.47% among 330,000; inhibition, % at 20 µM; P61088; in the data active = inhibition above about 45%, passing the limit was not always enough
The depositor's hits bear a star; · = not tested or not shown.

SMILES | 697 NFkB inh | APJ antagonist | EBI2 block | Jurkat NFkB inh | CXCR6 inh | Gli-Sufu antag | CCR6 antagonist | UBC13 polyUb
NC(=O)CC(NC(=O)Cc1cccc2ccccc12)c1ccc(NCCc2cccc(F)c2)c([N+](=O)[O-])c1 (stereo unspecified) | -1 | 13 | 3 | 14 | 16 | 6 | 15 | -38
COc1cccc(CSc2nc(N)cc(N)n2)c1 | -25 | -10 | 1 | -22 | -3 | -9 | 6 | -5
COc1ccc(N(C)C(=O)c2ccc3nc(-c4ccccc4)c(-c4ccccc4)nc3c2)cc1 | -11 | 5 | 31 | 31 | 10 | 5 | 17 | 0
Cc1cccc(NC(NC(=O)c2cccnc2)C(Cl)(Cl)Cl)c1 (stereo unspecified) | -48 | -6 | -2 | -21 | -6 | 4 | 2 | -3
CC1=NN(C(C)C)C(=O)C1 | 26 | 1 | -10 | -3 | -8 | 13 | 13 | 4
O=C(O)Cc1csc(Nc2cccc(Cl)c2)n1 | 3 | -1 | -5 | -8 | -2 | 69* | 8 | 0
O=[N+]([O-])c1cccc(-c2cn3nc(-c4ccccc4)c(-c4ccccc4)nc3n2)c1 | 3 | -23 | 8 | -18 | 3 | 6 | 6 | 27
Cc1ccc(SCC(=O)OCC(=O)N(C)C2CCS(=O)(=O)C2)cc1C (stereo unspecified) | -4 | 5 | -2 | -8 | 0 | 1 | 12 | 6
CCOc1ccc2nc(Cl)c(C3CC(c4ccco4)=NN3S(C)(=O)=O)cc2c1 (stereo unspecified) | 3 | 0 | -1 | -1 | -3 | 8 | 1 | -7
COc1cccc(/C=N/NC(=S)NCCc2ccccc2)c1 | -3 | -4 | 8 | -8 | 9 | -40 | 16 | -5
Cc1occc1C(=O)N1CCCC(N2CCN(c3cccc(C(F)(F)F)c3)CC2)C1 (stereo unspecified) | -8 | 16 | 6 | 4 | 9 | 34 | 15 | 1
O=C1C2CC=CCC2C(=O)N1c1ccc(NCCc2ccccc2F)c([N+](=O)[O-])c1 (stereo unspecified) | -69 | 16 | -2 | -14 | 5 | -11 | 19 | -16
CCOC(=O)c1ccc(N2CCN(c3ccc(F)cc3)CC2)c(NC(=O)Nc2cccc(OC)c2)c1 | -16 | -8 | 13 | 6 | 2 | 17 | -1 | 13
CCCC1=C(C(=O)OCC)C(c2sccc2C)n2ncnc2N1 (stereo unspecified) | -55 | 12 | -2 | 5 | -2 | 5 | 0 | 0
Cc1ccsc1CN(C)CC(=O)Nc1ccccc1C(=O)NC1CC1 | 8 | 4 | 6 | 8 | -3 | -3 | 1 | 10
Cc1ccc(C(=O)NNC(=O)CCC(=O)NCc2ccccc2)cc1Br | -3 | -16 | 1 | -3 | -4 | -3 | -11 | -1
N#CCCn1cc(C(=O)O)c(-c2ccc3ccccc3c2)n1 | 0 | 4 | 4 | 0 | -2 | 9 | 12 | -14
CC(=O)c1cccc(NC(=O)CSc2ccc(-c3ccc4c(c3)OCO4)nn2)c1 | -6 | -10 | 2 | -13 | -12 | 1 | 11 | -1
Cc1ccc(C)c(NS(=O)(=O)c2ccc3c(c2)Cc2cc(S(=O)(=O)Nc4cc(C)ccc4C)ccc2-3)c1 | · | · | 6 | · | 3 | 3 | 0 | ·
CCNc1c(NS(=O)(=O)c2ccc(OC)c(Cl)c2)c(=O)oc2ccccc12 | 14 | 4 | -11 | -8 | -2 | 7 | -9 | 6
Cc1ccc(-c2csc(N/N=C/c3ccco3)n2)cc1 | -44 | 0 | -10 | -32 | -8 | -54 | -13 | 9
CCn1c2ccccc2c2cc(NC(=O)COC(=O)c3ccc(NC(=O)CC#N)cc3)ccc21 | -19 | 9 | -13 | -19 | -2 | 26 | 23 | 11
Cc1c(C(=O)NCc2n[nH]c(=S)n2-c2ccc(F)cc2)cccc1[N+](=O)[O-] | 8 | 1 | -4 | 9 | -13 | -26 | 3 | -9
CCOc1ccccc1CSc1nc2ccccc2[nH]1 | -8 | -23 | 9 | 4 | -2 | 19 | 18 | -9
CC(C)Cn1c(SCC(=O)NC(=O)Nc2ccc3c(c2)OCCO3)nc2ccccc2c1=O | -11 | -15 | 4 | 0 | 4 | 6 | -2 | -11
O=C(CC1CC2CCC1C2)NCc1cccs1 (stereo unspecified) | -31 | 7 | -4 | -18 | 5 | -16 | 9 | 4
CCNc1nc(NCC)n2c(SC(C)C(=O)c3ccc(C)cc3)nnc2n1 (stereo unspecified) | -16 | 3 | -1 | 18 | 4 | 5 | 3 | 6
Fc1ccc(C2=CC(c3ccc(Br)o3)n3ncnc3N2)cc1 (stereo unspecified) | · | · | 6 | · | -3 | 13 | 1 | ·
CCCSc1ccc(C(=O)Nc2ccc(F)cc2F)cn1 | 10 | 3 | 32 | -44 | 0 | -32 | 6 | 12
CCN(CC)CC(=O)Nc1c(C#N)cnn1-c1ccccc1 | 6 | 20 | 10 | 14 | 6 | -2 | 4 | -8
CN1C(=O)c2cccc3c(Cl)ccc(c23)C1=O | 6 | 13 | 6 | 8 | -22 | 3 | -4 | 3
CC(OC(=O)[C@H](C)NC(=O)c1ccccc1Cl)C(=O)NCc1ccc2c(c1)OCO2 (stereo partly specified) | 3 | 3 | 2 | 20 | 5 | 37 | 0 | -4
O=C(NCc1ccc2c(c1)OCO2)C1CCCN1C(=O)Nc1ccc(Cl)cc1 (stereo unspecified) | 18 | -19 | -9 | -4 | 3 | 5 | 12 | 3
CC(C)n1cnc2c(NCc3ccccc3)cc(Cc3ccc(F)cc3)cc21 | 3 | 9 | 12 | -11 | -1 | -5 | 18 | 21
Cc1ccc(CN(CC(=O)NCc2ccc3c(c2)OCO3)C(=O)c2csnn2)cc1 | -5 | 4 | -6 | -5 | 4 | 22 | 10 | -2
CC1(c2ccccc2)NC(=O)N(CCOc2ccccc2)C1=O (stereo unspecified) | 15 | 6 | 0 | 9 | -2 | 6 | -3 | 3
CCCOc1ccc(/C=N/NC(=O)CN(c2ccc(OCC)cc2)S(C)(=O)=O)cc1 | -10 | -21 | 13 | 2 | 2 | -1 | 17 | -4
COc1ccc(-c2nn(-c3ccccc3)cc2C(=O)O)cc1OC | -15 | 17 | -6 | -7 | 8 | 4 | 10 | 1
COc1cc(C(=O)Nc2nnc(SCC(=O)NCC3CCCO3)s2)cc(OC)c1OC (stereo unspecified) | -8 | 17 | 2 | -4 | -5 | -7 | 0 | -6
O=C(C[C@H]1C/C=C\CC[C@@H](Cc2ccc(F)cc2)C(=O)O[C@@H](c2ccccc2)CNC1=O)N[C@@H](CO)Cc1ccccc1 | 10 | -8 | -19 | -3 | -10 | -6 | -4 | -16
O=[N+]([O-])c1ccc2nc(NS(=O)(=O)c3ccc(Cl)cc3)sc2c1 | 6 | 18 | 2 | -6 | 21 | 3 | 18 | -7
CC1(C(O)(C#CC[N+]2(C)CCCCC2)c2ccccc2)CCCC1 (stereo unspecified) | -12 | 8 | 1 | -29 | -12 | 1 | 5 | 4
CC1=NN(c2ccccc2)C(=O)C1(C)[N+](=O)[O-] (stereo unspecified) | -5 | 8 | -5 | 1 | 0 | -8 | 6 | -9
O=C(OCC(=O)N1CCN(Cc2ccccc2)CC1)c1cc(Cl)ccc1[N+](=O)[O-] | 18 | -17 | -1 | 9 | -10 | -4 | -4 | 5
COc1ccc(S(=O)(=O)N(C)C)cc1NC(=O)Cc1c[nH]c2ccccc12 | 17 | -3 | 0 | 8 | 13 | 3 | 9 | 14
CCN(CC(=O)Nc1c(F)cccc1F)C(=O)Cc1ccc2c(c1)OCCO2 | 17 | -40 | 18 | -12 | 2 | 0 | 0 | -4
CCNC(=S)N(CCc1c(C)[nH]c2ccc(F)cc12)Cc1cccnc1 | 3 | -13 | 7 | -22 | -14 | 4 | 9 | 11
O=S(=O)(c1ccc2c(c1)CCN2)N1CCCC1 | 12 | 9 | -17 | 2 | 1 | -8 | 6 | -1
NNC(=O)c1cccc(S(=O)(=O)Nc2cc(Cl)ccc2Cl)c1 | -3 | -45 | -8 | 1 | -10 | -1 | -1 | 4
O=C(CSc1ccc2nnc(-c3ccccn3)n2n1)Nc1ccc(F)cc1 | -4 | 6 | 26 | 10 | -5 | 5 | 5 | -4

A second format for some results above:
Second line of a record: 697 NFkB inh	APJ antagonist	EBI2 block	Jurkat NFkB inh	CXCR6 inh	Gli-Sufu antag	CCR6 antagonist	UBC13 polyUb
- CC1(c2ccccc2)NC(=O)N(CCOc2ccccc2)C1=O (stereo unspecified)
→ 15	6	0	9	-2	6	-3	3
- COc1cccc(/C=N/NC(=S)NCCc2ccccc2)c1
→ -3	-4	8	-8	9	-40	16	-5

Next part:
SMILES | 697 NFkB inh | APJ antagonist | EBI2 block | Jurkat NFkB inh | CXCR6 inh | Gli-Sufu antag | CCR6 antagonist | UBC13 polyUb
COc1ccc(S(=O)(=O)N2CCC(Nc3ccccc3Cl)CC2)cc1 | 21 | 5 | 6 | 6 | -3 | 3 | 29 | -5
COc1cccc2c1OC[C@@H](CO)[C@H]2N(C)C(=O)Nc1ccc(Cl)cc1Cl | -45 | 29 | -4 | 1 | 2 | 1 | -4 | -2
CCOC(=O)c1ccc(NC(=S)NC2CC(C)(C)NC(C)(C)C2)cc1 | 5 | 21 | -11 | 5 | -4 | -8 | 10 | 22
CCC(=O)Oc1ccc(C(=O)Nc2ccccc2C(=O)NCC(C)C)cc1 | -5 | -4 | -5 | -8 | 0 | -23 | 10 | -2
O=C(COC(=O)c1cc(=O)c2ccccc2o1)NC1CCCCC1 | 11 | 4 | 1 | 1 | 4 | -3 | 13 | -4
Cn1c(=O)c2c(nc(NCC3CCCO3)n2Cc2ccccc2)n(C)c1=O (stereo unspecified) | 9 | 3 | -5 | -4 | -5 | 7 | -13 | 11
CCOC(=O)c1[nH]c(C)c(C(=O)N2CCN(c3ccccc3)CC2)c1C | 29 | -6 | -1 | 9 | -2 | 7 | -4 | 13
CCN(Cc1ccncc1)Cc1c(O)ccc2ccccc12 | · | · | -4 | · | -14 | -5 | 0 | ·
CSCC(C)N1CCC(n2nccc2NC(=O)c2ccccc2C)CC1 (stereo unspecified) | -23 | -45 | -5 | 4 | -4 | 14 | 5 | -4
CC(=O)c1ccc(S(=O)(=O)NCCC(=O)OCC(=O)NCCc2ccccc2)cc1 | -16 | -3 | 2 | -1 | -6 | 17 | 8 | -8
CCCC1=NN(C(=O)Cc2ccc(OC)c(OC)c2)C(O)(C(F)(F)F)C1 (stereo unspecified) | -6 | 15 | -5 | -1 | -5 | -2 | 1 | 5
Cc1ccc(S(=O)(=O)NC2=NCN(CCc3ccccc3)CN2)cc1 | 5 | 0 | 3 | 11 | 3 | 1 | -1 | -4
CCCCN(CCCC)c1cn[nH]c(=O)c1Cl | -27 | -2 | 2 | 0 | -13 | 3 | -13 | -7
COC(=O)c1cccc(Nc2ccc([N+](=O)[O-])cn2)c1 | 12 | 3 | -2 | 0 | 7 | -8 | 10 | -9
COc1cccc(/C=N/Nc2nc(Nc3ccc([N+](=O)[O-])cc3)nc(N3CCCC3)n2)c1O | 18 | -9 | 13 | 45 | 45* | 24 | 69* | -18
COc1ccc(-c2cc(C(=O)N/N=C/c3sccc3C)c3ccccc3n2)c(OC)c1 | -275 | -7 | 10 | -23 | 11 | 4 | 8 | -2
COc1ccc(CCN(Cc2ccccn2)C(=S)Nc2ccc(C)cc2)cc1OC | -10 | 4 | -5 | -1 | -4 | -17 | 19 | -5
CCCCCc1nnc(NC(=O)C2CCCO2)s1 (stereo unspecified) | 0 | 0 | -6 | -9 | -7 | -32 | 2 | 4
COc1cc(-c2noc(-c3ccccc3C(=O)NCc3ccco3)n2)cc(OC)c1OC | 13 | -8 | -9 | -2 | -2 | 5 | 29 | -2
CC(=O)N(c1cccc(Cl)c1)c1nc(C)cc(C)c1C#N | 5 | -4 | -15 | -11 | -2 | 4 | 4 | 1

One compound at a time (already shown):
`CC(=O)c1cccc(NC(=O)CSc2ccc(-c3ccc4c(c3)OCO4)nn2)c1` is listed with 697 NFkB inh: -6; APJ antagonist: -10; EBI2 block: 2; Jurkat NFkB inh: -13; CXCR6 inh: -12; Gli-Sufu antag: 1; CCR6 antagonist: 11; UBC13 polyUb: -1
`Cc1ccc(C)c(NS(=O)(=O)c2ccc3c(c2)Cc2cc(S(=O)(=O)Nc4cc(C)ccc4C)ccc2-3)c1` is listed with 697 NFkB inh: ·; APJ antagonist: ·; EBI2 block: 6; Jurkat NFkB inh: ·; CXCR6 inh: 3; Gli-Sufu antag: 3; CCR6 antagonist: 0; UBC13 polyUb: ·
